Source: PubChem BioAssay
RSV CPE inhibition – inhibition of RSV-induced cytopathic effect – HEp-2 cells, primary 10 µM value included (AID 2391) | CPE inhibition, % at 10 µM, or IC50 in µM where a hit was titrated | HEp-2 cells, RSV-induced CPE inhibition; higher % means a stronger effect | 310,000 tested, 0.13% active; in the data active means a potency from the dose series; inconclusive means CPE inhibition mostly from about 23% at the one dose, without a potency; inactive means the rest, 99 in 100 with CPE inhibition below about 21%; further: strong numbers were not always called active
Siah-1 displacement – blockers of Siah-1 interaction with plectin peptide – biochemical, fluorescence polarization, rhodamine-plectin, uHTS, primary screen (AID 1817). Siah-1 / rhodamine-plectin peptide fluorescence polarization; higher % means a stronger effect. 290,000 tested, 0.02% active. displacement, % at 20 µM; hits with a dose series show IC50 in µM;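 active means displacement of at least 50% at 20 µM, with a fluorescence ratio check between 0.3 and a set limit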;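 further: plate controls were Siah plus tracer with DMSO for no effect and tracer alone without Siah for full effect; strong numbers were not always called active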
Large T inhibition – TAg ATPase/helicase activity blockers – biochemical (AID 1903). SV40 large T antigen ATPase/helicase inhibition assay; higher % means a stronger effect. inhibition, % at 20 µM, or IC50 in µM where a hit was titrated. 310,000 tested, 0.39% active; in the data active means a potency from the dose series; inconclusive means inhibition mostly from about 32% at the one dose, without a potency; inactive means the rest, 99 in 100 with inhibition below about 32%; further: strong numbers were not always called active
XIAP displacement – small molecules displacing peptide from XIAP – biochemical, IAP family, fluorescence polarization (AID 1018); one-dose displacement, % at 20 µM; IC50 in µM for titrated hits; 200,000 tested, 0.007% active; XIAP BIR domain, fluorescence polarization peptide displacement; higher % means a stronger effect; in the data active means displacement above about 50%; further: a part of the inactive calls stands beside numbers as strong as those of hits
LYP inhibition – inhibitors of LYP phosphatase, biochemical, fluorescence intensity, uHTS (AID 1779). inhibition, % at 11.5 µM; hits with a dose series show IC50 in µM. 290,000 tested, 0.054% active. recombinant LYP phosphatase, fluorescence intensity; higher % means a stronger effect; in the data active means inhibition above about 50%;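 further: plate controls were vehicle with enzyme for no effect and no enzyme for full effect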
AID2073 – disruptors of CaV2.2 binding to Mint1 – biochemical, HTRF (AID 2073). HTRF protein-protein interaction, Mint1-CaV2.2; higher % means a stronger effect. inhibition, % at 20 µM, or IC50 in µM where a hit was titrated. 290,000 tested, 0.19% active; in the data active means inhibition mostly above about 51%, no sharp cut-off; inconclusive means no clear call, values can overlap the other calls; inactive means mostly below about 53%; further: some results filed as inactive read as strong as hits
HIV fusion peptide – cell-free HIV fusion peptide-binding blockers – biochemical, uHTS, fluorescence dequenching, primary screen (AID 1986); cell-free peptide binding, fluorescence dequenching, 30 min; higher % means a stronger effect; inhibition, % at 20 µM, or IC50 in µM where a hit was titrated; 290,000 tested, 0.3% active; in the data active means inhibition mostly above about 52%, no sharp cut-off; inactive means mostly below about 76%; further: some results filed as inactive read as strong as hits
Rac1 GTP hydrolysis – MgcRacGAP GTPase-activating activity inhibitors, confirmation, biochemical, ADP Hunter fluorescence; inhibition, % at 30 µM, or IC50 in µM where a hit was titrated; MgcRacGAP-stimulated Rac1 GTP hydrolysis, ADP Hunter fluorescence; higher % means a stronger effect; GST-tagged Rac1 F28L mutant substrate; 340,000 tested, 0.6% active;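 active means first-screen hits whose inhibition reached a set limit at any dose in the follow-up dose series; inconclusive means inhibition above the set first-screen limit but never retested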;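 further: fluorescence reports GDP produced by GAP-driven GTP hydrolysis; strong numbers were not always called active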
NS5 inhibitors – flavivirus cap methylation enzyme inhibition – biochemical, confirmation dose response, primary screen (AID 588689); 340,000 tested, 0.3% active; inhibition, % at 25 µM; hits with a dose series show IC50 in µM; Dengue-2 NS5 methyltransferase capping enzyme assay, biochemical; higher % means a stronger effect; in the data active means a potency from the dose series; inconclusive means inhibition above about 29% without an active follow-up result
NS5 inhibitors pilot replicate – also measured in NS5 inhibitors; calls as there; inhibition, %; measured here: pilot screen replicate inhibition
Numbers without * were called inactive; ? = inconclusive; . = not tested or not shown.

SMILES | RSV CPE inhibition | Siah-1 displacement | Large T inhibition | XIAP displacement | LYP inhibition | AID2073 | HIV fusion peptide | Rac1 GTP hydrolysis | NS5 inhibitors | others
CC(=O)N1c2ccc(S(=O)(=O)NCC3CCC(C(=O)Nc4cccc(C)n4)CC3)cc2CC1C (stereo not drawn) | . | 2% | 6% | . | -7% | 8% | -1.2% | 8% | -7%
O=C(NC1CCN(Cc2ccccc2)CC1)C1CCN(S(=O)(=O)c2ccc(Cl)cc2)CC1 | 11% | 4% | 6% | . | -8% | 8% | 0.7% | 6% | -4%
CC(C)(C)n1nnnc1C(c1cccs1)N(Cc1cccnc1)CC1CCCO1 (stereo not drawn) | -1.8% | 1% | 5% | -7.0% | -6% | 2% | 0.9% | 13% | -1%
N=C1/C(=C\c2ccc(Br)o2)C(=O)N=C2SC(CC(=O)N3CCOCC3)=NN12 | 1.5% | -4% | 36% | . | -2% | 3% | 27% | 37% | 1%
C/C(=N\NC(=O)C(c1ccccc1)c1ccccc1)c1ccc(O)cc1 | 4.4% | -1% | 23% | . | -5% | 18% | -1.5% | 12% | -13% | NS5 inhibitors pilot replicate=-3.4
COc1ccc(C(=O)Nc2ccccc2[N+](=O)[O-])cc1S(=O)(=O)N1CCOCC1 | 0.8% | 20% | 17% | . | -1% | 10% | -1.1% | 7% | -11%
O=C(COc1ncnc2sccc12)Nc1ccc2c(c1)OCCO2 | 2.1% | 0% | 3% | -3.6% | -3% | 10% | 4.9% | 11% | -7%
CN(C)c1nnnn1-c1ccc(OC(F)(F)F)cc1 | 1.4% | 1% | 14% | -4.2% | 0% | 2% | -1.7% | 12% | 1%
C/C=C/C(=O)OCC(=O)Nc1ccc(OC)c(Cl)c1 | 1.5% | 7% | 5% | -7.9% | -3% | 1% | 1.6% | 7% | -1%
CC(=O)OC(Cn1nc(C)cc1C)c1ccccc1 (stereo not drawn) | 0.4% | 2% | 1% | -3.1% | -6% | -4% | -1.4% | 6% | -2%
O=C(OCC#CCSc1nnc(-c2ccncc2)o1)c1sc2ccccc2c1Cl | . | 1% | 6% | -1.9% | -1% | 7% | -1.6% | 14% | -1%
COc1cccc(NCc2cc(=O)oc3cc(C)c(C(C)C)cc23)c1 | 7.2% | 0% | -6% | . | -4% | 3% | 1.1% | 8% | -1%
COc1ccc(C(C(=O)NC(C)(C)C)N(C(=O)CNC(=O)c2cccs2)c2cccnc2)cc1OC (stereo not drawn) | 5.6% | 0% | 4% | . | -9% | 1% | -0.5% | 1% | 1%
CCC1(O)CC(C(=O)OC)=NN1C(=O)c1ccccc1 (stereo not drawn) | -0.3% | -2% | -2% | -7.4% | -9% | 0% | -0.8% | 3% | 1%
COc1ccc(Nc2nc(C(=O)N(CCO)Cc3ccccc3)cs2)cc1 | 14% | 16% | 2% | -6.7% | -6% | -4% | 0.5% | 13% | -5%
O=C(NCCc1ccccc1)[C@@H]1CC=C[C@@H]2CCN(Cc3ccccc3)C(=O)[C@@H]21 | 0.6% | . | 1% | . | . | . | . | 5% | -5%
CC(C)Cc1nnc(NC(=O)CCC(=O)NC2CCCc3ccccc32)s1 (stereo not drawn) | 4.2% | 5% | 18% | -20% | -5% | 0% | -0.6% | 2% | 1%
COc1ccccc1NC(=O)CN(C)S(=O)(=O)c1cccc2cccnc12 | 2.0% | 1% | 5% | . | -10% | 10% | -2.0% | -4% | 3%
O=C(CCCCl)NC(=S)Nc1ccc(N2CCOCC2)cc1 | . | -4% | 16% | . | 6% | -4% | -1.2% | . | .
CCN(CC)CCN1C(=O)C(=O)/C(=C(/O)c2ccc(Cl)cc2)C1c1ccncc1 (stereo not drawn) | . | 5% | 11% | -1.2% | -6% | 0% | -0.7% | -6% | -4%
O=C(Nc1nc(-c2ccccn2)cs1)C1COc2ccccc2O1 (stereo not drawn) | 5.0% | -11% | 13% | -0.1% | -1% | 9% | -1.4% | 3% | -1%
O=C(O)c1ccc(Nc2nc3c(s2)CCCC3)cc1 | 1.6% | 12% | 3% | -5.3% | 0% | 3% | 2.3% | 11% | 12%
O=C(C1CCN(S(=O)(=O)c2cccc3nsnc23)CC1)N1CCCc2ccccc21 | 3.5% | -3% | 7% | -2.6% | -8% | 1% | -1.7% | 3% | 5%
C=CCn1c(SCC(=O)NCc2ccco2)nc2sc3c(c2c1=O)CCC3 | 1.0% | -5% | 14% | -6.9% | -3% | 1% | 0.9% | 9% | 6%
O=C(O)C1CCC(Cn2c(SCc3cc(=O)n4cc(Cl)ccc4n3)nc3ccsc3c2=O)CC1 (stereo not drawn) | 11% | 24% | 13% | -3.6% | 1% | 10% | -0.3% | 12% | -1%
COCCNC(=O)c1ccc(CS(=O)(=O)c2ccccc2)o1 | 0.8% | 2% | 19% | -2.9% | -2% | 4% | -1.7% | 3% | -4%
Cc1cccc(CSC2=NCCN2C(=O)c2ccco2)c1 | 2.8% | -2% | -17% | -6.0% | -6% | 23% | 2.9% | -1% | -4%
CCOc1cc(NC(=O)c2cccs2)c(OCC)cc1NC(=O)CCC(=O)NCc1ccccn1 | 0.9% | -2% | 14% | . | 2% | 5% | 0.2% | . | .
COc1ccc2nc(/N=C/c3cccc(OC)c3O)sc2c1 | 3.1% | 0% | 4% | . | -7% | -13% | 0.4% | . | 1%
CCOc1ccc(N2C(=O)C(=O)/C(=C(/O)c3ccccc3)C2c2ccccc2[N+](=O)[O-])cc1 (stereo not drawn) | 4.3% | 8% | 13% | . | 1% | -13% | 0.3% | -2% | 14%

4 entries from above, sorted by heavy-atom count, rising.
SMILES | RSV CPE inhibition | Siah-1 displacement | Large T inhibition | XIAP displacement | LYP inhibition | AID2073 | HIV fusion peptide | Rac1 GTP hydrolysis | NS5 inhibitors | others
COCCNC(=O)c1ccc(CS(=O)(=O)c2ccccc2)o1 | 0.8% | 2% | 19% | -2.9% | -2% | 4% | -1.7% | 3% | -4%
O=C(C1CCN(S(=O)(=O)c2cccc3nsnc23)CC1)N1CCCc2ccccc21 | 3.5% | -3% | 7% | -2.6% | -8% | 1% | -1.7% | 3% | 5%
O=C(O)C1CCC(Cn2c(SCc3cc(=O)n4cc(Cl)ccc4n3)nc3ccsc3c2=O)CC1 (stereo not drawn) | 11% | 24% | 13% | -3.6% | 1% | 10% | -0.3% | 12% | -1%
CCOc1cc(NC(=O)c2cccs2)c(OCC)cc1NC(=O)CCC(=O)NCc1ccccn1 | 0.9% | -2% | 14% | . | 2% | 5% | 0.2% | . | .

The listing continues.
SMILES | RSV CPE inhibition | Siah-1 displacement | Large T inhibition | XIAP displacement | LYP inhibition | AID2073 | HIV fusion peptide | Rac1 GTP hydrolysis | NS5 inhibitors | others
C=CCNC(=O)/C(C#N)=C/c1cn(-c2ccccc2)nc1-c1ccc(OC)c([N+](=O)[O-])c1 | 2.5% | -2% | -2% | . | -6% | 25% | -0.7% | -2% | -1%
Cc1ccc(S(=O)(=O)Nc2ccccc2N(C)S(=O)(=O)c2ccc(C)cc2)cc1 | 2.6% | . | 7% | . | . | . | . | 3% | -6%
Cc1ccc(NS(=O)(=O)c2cn(C)c(=O)n(C)c2=O)cc1C | 2.9% | 21% | 4% | . | -7% | -3% | 0.1% | 11% | -1%
COC(=O)/C=C1/N/C(=N\c2nc(C)cc(C)n2)N(c2ccc(Cl)cc2)C1=O | 0.5% | -2% | 51% | 3.7% | -4% | 6% | 2.5% | 9% | -4%
O=C(CC12CC3CC(CC(C3)C1)C2)NCc1ccncc1 | -0.1% | 2% | 13% | -7.3% | 0% | -4% | -0.1% | -2% | -3%
Cc1ccc(OC(=O)CCC(=O)Nc2ccc(C(N)=O)cc2)cc1 | -0.6% | . | 5% | . | . | . | . | 5% | -3%
c1cnc2ccc(C(c3nnnn3C3CCCCC3)N3CCN4CCCC4C3)cc2c1 (stereo not drawn) | -0.2% | 0% | 12% | -0.7% | -11% | 15% | 3.1% | 8% | -10%
Cc1ccc(CN2CCC(=O)N2)cc1 | 2.1% | 0% | 7% | . | 5% | 3% | 3.0% | 1% | -6%
O=c1oc(-c2ccccc2NS(=O)(=O)c2ccccc2)nc2ccccc12 | -1.3% | 8% | 8% | -2.1% | 0% | 20% | 4.9% | 15% | -2%
CCOC(=O)[C@@H]1[C@H]2COc3ccc(Br)cc3[C@@H]2N2C(=O)N(c3ccc(Br)cc3)C(=O)[C@]12C | -0.6% | -5% | 5% | . | -6% | 5% | 0.2% | -3% | -1%
CC(C)CNC(=O)c1ccccc1NC(=O)c1ccccc1N(C)S(=O)(=O)c1ccccc1 | 2.3% | 3% | 12% | -5.1% | 7% | 5% | -0.5% | 5% | -3%
Cc1ccc(N2C(=O)c3n[nH]c(C)c3C2c2cccnc2)cc1 (stereo not drawn) | 1.0% | -2% | 5% | -14% | -3% | -6% | 1.8% | 7% | -3%
CC(C)c1ccc(NC(=S)Nc2cccc3ccccc23)cc1 | 14% | 6% | 7% | . | -1% | -18% | 1.6% | 6% | 3%
CCN(CC(=O)NCc1ccc(F)cc1)CC(=O)Nc1ccccc1-c1ccccc1 | 0.3% | 0% | 21% | -5.3% | 0% | -1% | 2.3% | 3% | -5%
CCOc1ccc(C(=O)NC(=S)NC2CCCC2)cc1[N+](=O)[O-] | 13% | 3% | 4% | -3.3% | 1% | -3% | 2.2% | 11% | -1%
S=c1[nH]nc(-c2c[nH]c3ccccc23)o1 | 0.0% | -1% | 6% | . | -8% | -7% | -1.5% | 24% | 1%
O=C(CCSc1nc(-c2ccc3c(c2)OCO3)cc(C(F)(F)F)n1)NCc1ccccc1 | 2.6% | 8% | 0% | -3.5% | 0% | 9% | -0.9% | 7% | -2%
CCOC(=O)C1=C(C)OC(N)=C(C#N)C1c1cc2c(cc1Br)OCO2 (stereo not drawn) | 1.3% | 3% | 5% | -3.0% | -7% | 1% | -0.8% | 0% | -4%
COc1ccccc1NC(=O)CCNC(=O)Cn1ccc2ccccc2c1=O | 0.1% | 4% | 7% | -4.0% | -7% | 12% | 2.7% | 4% | 0%
Cc1ccc2cccc(OCCCOc3ccccc3CO)c2n1 | 7.5% | -5% | 4% | . | -13% | 10% | 0.7% | 12% | 5%
Cc1ccc(S(=O)(=O)NCCc2nnc3ccc(SCc4cccnc4)nn23)cc1 | -1.1% | -6% | -2% | -8.1% | 2% | -10% | -1.2% | 4% | 2%
CC(C)(C)NC(=O)Nc1ccc(Br)cc1 | ? | 4% | 7% | -7.0% | -2% | 15% | 0.1% | 3% | 9%
CCOc1cccc(/C=N/NS(=O)(=O)c2ccc(C)c([N+](=O)[O-])c2)c1O | 1.7% | -2% | 10% | -3.9% | 40% | 8% | -0.8% | 4% | -7%
Cc1c(CCC(C)C)c(-n2ccnc2C)n2c(nc3ccccc32)c1C#N | 2.4% | 2% | 3% | -1.8% | -6% | 16% | -1.8% | 5% | -3%
c1nnc(NC2=NCCC2)s1 | -0.6% | -5% | 6% | -6.9% | -5% | -2% | -2.9% | 11% | 2%
Cc1cccc([C@@H]2[C@@H]3C(=O)N(Cc4ccccc4)C(=O)[C@@H]3[C@]3(C)C(=O)N(c4ccc(Br)cc4)C(=O)N23)c1 | 8.4% | -1% | 11% | . | 7% | -3% | 1.4% | 9% | -9%
